# Epigenetic derep = derepresses silenced GFP reporter in murine cells; hit rate 0.2% among 280,000; murine LDR cells, GFP reporter derepression, 30 h; AID 1865; Potency, µM (top dose mostly 53.9 µM), for the others: at the top dose GFP activation, hits mostly activators; further: % of control where 0% means no effect; nearly all actives have a fitted effect of over 60% in size
#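 Reporter derepression read as number of fluorescent GFP-positive objects, 20-120 um in size, counted by laser-scanning cytometer. Mouse LDR line with an epigenetically silenced CMV-GFP locus; compound incubation 30 h, 37 C.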
# ALDH1A1 block = blocks purified human ALDH1A1 activity | Potency, µM (top dose mostly 75.3 µM), for inactives: at the highest dose activity, negative = inhibition, usual class: inhibitors | hit rate 7.3% among 220,000 | Purified ALDH1A1, NADH fluorescence, propionaldehyde substrate; active means well fitted inhibition curve with a large enough effect, not every such curve was filed as active; inconclusive means small, poorly fitted or top-dose-only effect, or another doubt; inactive means no such curve, though single readings can be large or run the other way;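 further: plate controls were no enzyme wells and a reference inhibitor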
# Target sequence (P00352 whole entry, looked up): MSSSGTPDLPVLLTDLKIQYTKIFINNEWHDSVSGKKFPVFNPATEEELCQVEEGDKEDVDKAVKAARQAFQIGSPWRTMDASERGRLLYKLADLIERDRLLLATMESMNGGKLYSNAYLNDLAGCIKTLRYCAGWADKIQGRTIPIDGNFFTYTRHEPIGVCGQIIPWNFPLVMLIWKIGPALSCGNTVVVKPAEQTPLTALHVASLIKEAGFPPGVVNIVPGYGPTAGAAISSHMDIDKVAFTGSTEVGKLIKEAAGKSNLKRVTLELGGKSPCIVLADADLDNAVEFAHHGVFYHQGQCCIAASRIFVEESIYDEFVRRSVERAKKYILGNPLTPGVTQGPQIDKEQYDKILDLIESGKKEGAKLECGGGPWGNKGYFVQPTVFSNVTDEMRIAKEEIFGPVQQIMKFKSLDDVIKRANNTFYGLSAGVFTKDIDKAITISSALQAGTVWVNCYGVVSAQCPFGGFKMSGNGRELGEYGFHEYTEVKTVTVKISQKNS
# GAA glycogen = inhibitors or activators of human alpha-glucosidase glycogen cleavage. recombinant GAA, glycogen substrate, Amplex Red glucose oxidase fluorescence. Potency, µM (top dose mostly 76.4 µM), without a hit: at the highest dose activity change, negative = inhibition, most hits filed as inhibitors. P10253. hit rate 0.38% among 300,000;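 further: 0% = full enzyme reaction and -100% = no-enzyme basal signal; the screen sought inhibitors and activators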
#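 Recombinant human alpha-glucosidase (4 nM final) hydrolysed bovine liver glycogen (30 ug) for 40 min at 37 C in pH 5.0 citrate/phosphate with 0.01% Tween-20. Released glucose detected by glucose oxidase/Amplex Red, Ex 573/Em 610 nm. Compounds up to 77 uM; AC50 from Hill fits.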
# Tau fluor cs = counter-screen for tau fibril formation inhibitors; tau K18 P301L Alexa594 fluorescence, heparin fibrillization; Potency, µM (top dose mostly 57.7 µM), for the others: top-dose activity change, negative = decrease; hit rate 0.93% among 280,000; further: on the % scale 0 is the no-effect control and ±100 the full control effect; nearly all actives have a fitted effect of over 55% in size
#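 Human tau K18 P301L (15 uM unlabeled, 0.24 uM Alexa 594-labeled) in 100 mM sodium acetate pH 7 with 20 uM heparin, 6 hr at 37 C. ThT 30 uM added, 1 hr ambient; Alexa 594 FP and total fluorescence read at 555/632 nm.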
# NPSR antag = antagonists of human neuropeptide S receptor cAMP signaling | Q6W5P4 | CHO-NPSR cells, cAMP TR-FRET, antagonist mode | Potency, µM (doses to about 38.3 µM), for the others: at the top dose activity change, negative = inhibition, usual class: inhibitors | hit rate 1% among 220,000 | AID 1461; further: on the % scale 0 is the no-effect control and ±100 the full control effect; nearly all actives have a fitted effect of over 50% in size; many of its hits are not listed in these tables
# Target sequence (Q6W5P4 whole entry, looked up): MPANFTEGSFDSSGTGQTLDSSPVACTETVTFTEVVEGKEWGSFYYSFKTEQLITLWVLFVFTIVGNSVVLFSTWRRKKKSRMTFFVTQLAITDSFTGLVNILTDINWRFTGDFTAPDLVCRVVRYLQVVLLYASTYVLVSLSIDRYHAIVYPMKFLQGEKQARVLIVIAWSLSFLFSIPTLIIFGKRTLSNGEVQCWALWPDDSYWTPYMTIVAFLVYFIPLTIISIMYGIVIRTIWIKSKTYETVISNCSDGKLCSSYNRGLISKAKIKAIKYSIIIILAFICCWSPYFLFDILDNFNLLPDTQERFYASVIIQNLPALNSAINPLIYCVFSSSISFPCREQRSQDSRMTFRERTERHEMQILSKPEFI
# GAA inhib = inhibitors of human lysosomal alpha-glucosidase | Potency, µM (doses to about 76.9 µM), without a hit: at the top dose activity change, negative = inhibition, most hits filed as inhibitors | P10253 | purified human GAA, 4-MU-alpha-glucoside fluorescence | hit rate 0.005% among 200,000;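 further: plate controls were uninhibited enzyme wells for no effect and no-enzyme background for full effect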
#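 Activity normalized between no-enzyme (basal) and enzyme-only wells. Conditions: 4 nM human enzyme, 400 uM fluorogenic substrate, citrate/phosphate pH 5.0 with Tween-20, 20 min room temperature, compounds up to 77 uM.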
# aGal spleen mod = inhibitors or activators of human alpha-galactosidase in spleen homogenate; human spleen homogenate, 4MU-alpha-Gal fluorescence, 40 min; hit rate 0.008% among 240,000; P06280; Potency, µM (series often up to 80 µM), for the others: at the highest dose activity change, negative = inhibition, hits mostly inhibitors;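 further: 0% = enzyme with vehicle and -100% = no enzyme basal signal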
#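 Human spleen homogenate (1 ug) was the enzyme source, with 4-methylumbelliferyl-alpha-D-galactopyranoside (1 mM final) in pH 5.0 citrate buffer with 0.01% Tween-20. Compounds were titrated; after 40 min at 37C, NaOH/glycine stop, 4-MU fluorescence read; AC50 from Hill fits.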
# aGlu spleen mod = lysosomal alpha-glucosidase (human) modulation | P10253 | human spleen homogenate, 4-MU-alpha-glucoside fluorescence | Potency, µM (highest dose often 79.9 µM), without a hit: at the top dose activity change, negative = inhibition, hits mostly inhibitors | hit rate 0.006% among 240,000;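 further: 0% = enzyme with vehicle and -100% = no enzyme basal signal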
#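 Enzyme source: human spleen homogenate, 1 ug/well. Buffer 50 mM citric acid/K phosphate pH 5.0, 0.01% Tween-20. 4-MU-alpha-glucoside 1 mM; 37 C x 40 min; NaOH/glycine stop; fluorescence.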
# * hit, by the source's call; u = inconclusive; x = no result given; [ ] = another dose, or the depositor's remark. Unless noted, the call rests on the fitted dose curve; in most records, active means well fitted curve in the direction sought with a large enough effect; inconclusive means small, poorly fitted or top-dose-only effect, or another doubt; inactive means no such curve, though single readings can be large; an effect the other way counts as inactive or inconclusive. Potency means the concentration at half of the fitted maximal effect. A portion of the library (hit frequency here may not be typical).
SMILES,Epigenetic derep,ALDH1A1 block,GAA glycogen,Tau fluor cs,NPSR antag,GAA inhib,aGal spleen mod,aGlu spleen mod
O=C(O)C(Cc1c[nH]c2ccccc12)N1Cc2ccccc2C1=O (stereo unspecified),-4.9%,4%,6%,0%,-3%,4%,-4%,-7%
C/C(=N/N1CCN(c2ccccc2)CC1)c1cccc([N+](=O)[O-])c1,1.2%,-10%,u,-26%,-18%,2%,-10%,x
O=[N+]([O-])c1ccccc1S(=O)(=O)NCc1ccco1,-2.0%,0%,0%,9%,23%,8%,4%,3%
O=C(O)CSCC(=O)Nc1ccc(Br)c(C(F)(F)F)c1,-1.6%,x,7%,-1%,-9%,x,-13%,-23%
O=C(NCC(=O)N(c1ccc2c(c1)OCCO2)C(C(=O)NC1CCCC1)c1ccco1)c1ccco1 (stereo unspecified),-3.5%,0%,6%,-4%,-3%[46.1 µM],4%,-1%,-3%
COc1ccc(N=Cc2c(O)[nH]c3ccccc23)cc1,1.1%,-9%,u,u,-11%[46.1 µM],-2%,-4%,-8%
COc1ccc(C(=O)NNC(=S)NC(=O)/C=C/c2cccs2)cc1,1.1%,-3%,3%,9%[2.34 µM],-3%,13%,-4%,-8%
Cc1ccc(NC(=O)c2ccccc2Br)cc1S(=O)(=O)N(C)C,-1.2%,u,5%,-3%,-10%,-1%,-2%,0%
COC1C[C@@H](O[C@@H]2C(C)C(=O)OC(C)C(C)[C@H](OC(C)=O)C(C)C(=O)[C@@]3(CO3)CC(C)C(OC3OC(C)CC(N(C)C)[C@H]3OC(C)=O)C2C)OC(C)[C@@H]1OC(C)=O (stereo partly specified),1.3%,-6%,x,-7%,x,x,9%,5%
COc1ccc(N(CC(O)CN2C(=O)NC(C)(C)C2=O)S(=O)(=O)c2ccccc2)cc1 (stereo unspecified),8.1%,-2%,-5%,-3%,-7%[46.1 µM],2%,8%,5%
CN(CCOc1ccc(-c2ccn(S(=O)(=O)c3cccc4ccccc34)n2)cc1)c1ccccn1,0.4%,10%,-3%,-20%,-13%[46.1 µM],-9%,4%,-17%
O=C(c1ccccc1)c1cccn1CC(=O)N1CCN(C2CCCCC2)CC1,-2.1%,-2%,3%,-11%,-6%[46.1 µM],0%,7%,2%
CS(=O)(=O)N(Cc1ccccc1Cl)c1ccc(C(=O)NCc2cccnc2)cc1,1.1%,-5%,-3%,-12%,-27%,u,2%,-1%
Cc1ccc(-c2nn(-c3ccccc3)cc2C(N)=O)o1,3.5%,u,-4%,-6%,4%,8%,2%,-2%
Cc1c(Cl)cccc1N1C(=O)CC(NNC(=O)c2cccs2)C1=O (stereo unspecified),0.1%,-3%,u,1%,3%,-10%,-7%,-22%
O=C(NCc1nnc(SCC(=O)N2CCN(c3ccccc3)CC2)o1)c1ccco1,-1.0%,-6%,2%,2%,13%[46.1 µM],1%,-4%,2%
COc1ccc(C2/C(=C(/O)c3ccccc3)C(=O)C(=O)N2C)cc1 (stereo unspecified),0.9%,0%,-3%,5%,-7%[46.1 µM],-3%,1%,2%
Nc1c(C(=O)NCCc2ccccc2)sc2nc(N3CCOCC3)c3c(c12)CCCC3,-0.4%,u,-18%,u,-44%,u,u,14%
O=C(Nc1ccc(F)cc1)N(CCCN1CCOCC1)Cc1cc2cc3c(cc2[nH]c1=O)OCCO3,11%,u,-1%,0%,-14%[46.1 µM],4%,11%,-1%
Brc1ccc(OCc2ccccc2)c(CNCC2CCCO2)c1 (stereo unspecified),1.3%,-13%,-18%,-2%,-9%,1%,8%,-1%
CN(C)c1ccc(-c2cncnc2NCc2ccccc2)cc1,1.2%,u,x,-27%,x,x,14%,-2%
COc1ccc(NC(=O)Cc2ccc(-c3ccccc3)cc2)cn1,-0.4%,-6%,3%,-9%,6%,-6%,1%,9%
COC(=O)c1sc(NC(=O)c2ccco2)c(C#N)c1C,1.6%,x,4%,8%,-11%,x,0%,-5%
O=C(/C=C/c1ccc(O)cc1)c1ccccc1,-0.7%,x,0%,-3%,23%,x,1%,1%
CCCC1C2C(=O)N(c3cccc(C)c3)C(=O)C2ON1c1ccccc1 (stereo unspecified),0.0%,x,-3%,-23%,-11%,x,5%,-4%

# Reformatted as tab-separated lines: part of the list above.
molecule	Epigenetic derep	ALDH1A1 block	GAA glycogen	Tau fluor cs	NPSR antag	GAA inhib	aGal spleen mod	aGlu spleen mod
Cc1ccc(-c2nn(-c3ccccc3)cc2C(N)=O)o1	3.5%	u	-4%	-6%	4%	8%	2%	-2%
COC(=O)c1sc(NC(=O)c2ccco2)c(C#N)c1C	1.6%	x	4%	8%	-11%	x	0%	-5%

# Grouped by structure, those above containing an aryl methoxy group.
SMILES,Epigenetic derep,ALDH1A1 block,GAA glycogen,Tau fluor cs,NPSR antag,GAA inhib,aGal spleen mod,aGlu spleen mod
COc1ccc(N=Cc2c(O)[nH]c3ccccc23)cc1,1.1%,-9%,u,u,-11%[46.1 µM],-2%,-4%,-8%
COc1ccc(C(=O)NNC(=S)NC(=O)/C=C/c2cccs2)cc1,1.1%,-3%,3%,9%[2.34 µM],-3%,13%,-4%,-8%
COc1ccc(N(CC(O)CN2C(=O)NC(C)(C)C2=O)S(=O)(=O)c2ccccc2)cc1 (stereo unspecified),8.1%,-2%,-5%,-3%,-7%[46.1 µM],2%,8%,5%
COc1ccc(C2/C(=C(/O)c3ccccc3)C(=O)C(=O)N2C)cc1 (stereo unspecified),0.9%,0%,-3%,5%,-7%[46.1 µM],-3%,1%,2%
COc1ccc(NC(=O)Cc2ccc(-c3ccccc3)cc2)cn1,-0.4%,-6%,3%,-9%,6%,-6%,1%,9%

# Other entries follow:
SMILES,Epigenetic derep,ALDH1A1 block,GAA glycogen,Tau fluor cs,NPSR antag,GAA inhib,aGal spleen mod,aGlu spleen mod
Cc1cc(S(=O)(=O)NCc2cccs2)ccc1-n1cnnn1,1.6%,8%,5%,-7%,-10%,1%,-6%,-2%
COc1ccc(S(=O)(=O)Nc2ccccc2C)cc1C(=O)N1CCOCC1,-1.9%,10µM*,11%,-2%,-8%,-1%,4%,2%
O=C(Cc1ccc(Br)cc1)N1CCCCCC1,-0.8%,-8%,2%,4%,-6%[46.1 µM],1%,-2%,-10%
CCc1nn(C(C)C(=O)NC(C)CCc2ccco2)c(=O)c2cc3occc3n12 (stereo unspecified),-5.9%,u,-1%,-3%,-20%[46.1 µM],-1%,8%,0%
CCOC(=O)C1CCN(Cc2nc3ccccc3c(=O)n2-c2ccc(OCC)cc2)CC1,-0.9%,-6%,4%,-3%,-7%[46.1 µM],-5%,0%,-7%
COc1ccc(OC)c(NC2=C(Cl)C(=O)N(Cc3ccccc3)C2=O)c1,-0.7%[10.1 µM],u,-3%,u,-30%,1%[15.4 µM],-6%,-8%
O=C(NC1CCCc2ccccc21)c1ccc(CNc2c(N3CCOCC3)c(=O)c2=O)cc1 (stereo unspecified),-1.0%,1%,0%,1%,-7%[46.1 µM],-4%,3%,-10%
CN(C)CCOC(=O)NC12CC3CC(CC(C3)C1)C2,2.1%,4%,3%,-3%,-13%,-8%[15.4 µM],-4%,4%
O=C(Nc1nnc(-c2ccco2)o1)c1ccc(S(=O)(=O)N2CCOCC2)cc1,-1.6%,u,0%,1%,-8%,-2%,3%,-1%
COc1ccc(C(=O)CN2CCN(c3ccc(F)cc3)CC2)cc1OC,-1.1%,13µM*,2%,-5%,-7%[46.1 µM],-2%,-7%,-3%
O=C(NC(=S)Nc1cccc2ncccc12)c1ccccc1,7.1%,14µM*,0%,-3%,-22%,1%,-3%,7%
Cc1ccc(S(=O)(=O)NNC(=O)c2cnn(-c3ccc(Cl)cc3)c2C(F)(F)F)cc1,0.0%,x,-8%,-15%,13%,x,-5%,6%
CCC1CCCCN1C(=O)CCc1nnc(Cc2c[nH]c3ccccc23)o1 (stereo unspecified),3.0%,13%,18%,2%,14%,5%,0%,-2%
C=C(C)C1Cc2cc3ccc(=O)oc3cc2O1 (stereo unspecified),-0.9%,u,6%,-3%,20%,u,27%,2%
CCC(CC)C(=O)N=C1SC2CS(=O)(=O)CC2N1CCc1ccc(OC)cc1 (stereo unspecified),-4.5%,u,-5%,-10%,-3%[46.1 µM],-13%,-4%,-8%
CN(C)c1ccc(S(=O)(=O)NCC(=O)OCC(=O)Nc2cccc(Cl)c2)cc1[N+](=O)[O-],-1.8%,7.9µM*,-2%,-19%,19%,2%,2%,-14%
Cc1ccc(-n2ncc(C(=O)Nc3cc(Cl)ccc3C)c2C2CCNCC2)cc1C,-3.3%,7%,3%,3%,-9%,-4%,-1%,1%

# Record cards, from the list above. Order of screens: Epigenetic derep | ALDH1A1 block | GAA glycogen | Tau fluor cs | NPSR antag | GAA inhib | aGal spleen mod | aGlu spleen mod
# Results for `O=C(NC(=S)Nc1cccc2ncccc12)c1ccccc1` : 7.1% | 14µM* | 0% | -3% | -22% | 1% | -3% | 7%
# Results for `COc1ccc(S(=O)(=O)Nc2ccccc2C)cc1C(=O)N1CCOCC1` : -1.9% | 10µM* | 11% | -2% | -8% | -1% | 4% | 2%

# Screening data: PubChem, National Center for Advancing Translational Sciences (NCATS)
